Bioassay records: PubChem BioAssay, IUPUI and University of Michigan
ST2 inh = IL1RL1 inhibition. 78,000 tested, 2.3% active. inhibition, % for hits at 17 µM. AlphaLISA ST2-Fc/biotin-IL-33 interaction, 1 h. AID 1259354. Q01638; in the data active means inhibition above about 30%; inconclusive means mostly about 10% to 28%
Target sequence (Q01638 whole entry, looked up): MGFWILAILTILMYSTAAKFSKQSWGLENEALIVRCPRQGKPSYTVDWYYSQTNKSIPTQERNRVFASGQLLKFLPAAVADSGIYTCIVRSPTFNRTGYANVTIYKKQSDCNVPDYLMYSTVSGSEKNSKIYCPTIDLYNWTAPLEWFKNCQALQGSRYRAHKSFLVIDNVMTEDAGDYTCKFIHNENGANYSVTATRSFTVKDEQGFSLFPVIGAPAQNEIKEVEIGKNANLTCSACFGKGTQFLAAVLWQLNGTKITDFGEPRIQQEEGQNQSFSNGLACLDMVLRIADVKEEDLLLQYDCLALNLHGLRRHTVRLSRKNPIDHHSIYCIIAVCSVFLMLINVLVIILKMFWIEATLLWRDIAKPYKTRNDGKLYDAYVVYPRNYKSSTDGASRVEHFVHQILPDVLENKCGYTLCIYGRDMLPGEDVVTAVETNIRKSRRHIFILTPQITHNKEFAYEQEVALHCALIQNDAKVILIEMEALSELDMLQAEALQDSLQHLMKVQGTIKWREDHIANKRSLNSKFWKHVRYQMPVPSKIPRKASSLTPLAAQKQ
* hit, by the source's call.

How did CC(=O)N1c2ccccc2NC2=C(C(=O)CCC2)C1c1ccc(F)cc1 (stereo not given) do in these assays?
ST2 inh: inactive

Results for O=C(c1ccc(F)cc1)N1CCOCC1 ?
ST2 inh: inactive

How did CCSCC(C)NC1CCN(c2cccc(C)c2)CC1 (stereo not given) do in these assays?
ST2 inh: inconclusive

What do the screens show for `O=C(C[C@@H]1O[C@H](CNS(=O)(=O)c2ccc(Cl)cc2)[C@@H](O)[C@H]1O)NC1CC1`?
ST2 inh: inactive

Results for Cc1ccc(C2=NN(C(=O)c3cccnc3)C(c3ccccc3F)C2)cc1 (stereo not given) ?
ST2 inh: inconclusive

How did CN1[C@@H](CCC(=O)Nc2ccccc2)CNC(=O)[C@@H]2[C@H]1CCN2Cc1cccc(OC(F)(F)F)c1 do in these assays?
ST2 inh: inconclusive

Results for COC(=O)c1ccc(-n2ncnc2-c2ccc(N(C)C)cc2)cc1 ?
ST2 inh: inactive

How did CC1(C)CC(=O)C2=C(C1)N(c1ccc(Br)cc1F)C(N)=C(C#N)C2c1ccsc1 (stereo not given) do in these assays?
ST2 inh: inconclusive

Results for CC(C)(C)C(=O)Cn1c(=O)n(-c2ccc(F)cc2)c(=O)c2sccc21 ?
ST2 inh: inactive

How did Cc1ccccc1C1=N/C(=C\c2ccco2)C(=O)O1 do in these assays?
ST2 inh: 44.0%*

What do the screens show for `Cc1ccccc1C(=O)NC(C)CC1=CCCN(CC(N)=O)C1` (stereo not given)?
ST2 inh: inconclusive

Results for COc1ccc(/C=C/c2nc3sc4c(c3c(=O)o2)CCCC4)cc1 ?
ST2 inh: inconclusive

What do the screens show for `CN1CCC(N2CC[C@@H]3[C@H]2C(=O)NC[C@H](CCC(=O)N2CCN(C)CC2)N3C)CC1`?
ST2 inh: inactive

How did Cc1ccccc1NC(=O)c1cc2c(=O)n3cccc(C)c3nc2n1C do in these assays?
ST2 inh: inconclusive

What do the screens show for `CC(=O)NC1=NC(=O)/C(=C/c2c(C)n(Cc3ccc(F)cc3)c3ccccc23)S1`?
ST2 inh: inactive

How did CNc1cc(C(=O)N2CCC(c3nc4c(C)cccc4[nH]3)CC2)ccn1 do in these assays?
ST2 inh: inactive

Results for CSc1nc(N)nc(SCC(=O)c2ccc(F)cc2)c1C#N ?
ST2 inh: inactive

Results for CC(C)c1nccn1C(C)C(=O)N1CCc2ccccc2C1 (stereo not given) ?
ST2 inh: inactive

Results for CCOc1cc(Br)cc(C=O)c1O ?
ST2 inh: inactive

What do the screens show for `CN1CC2(CCN(Cc3nccn3C)CC2)CC1C(=O)O` (stereo not given)?
ST2 inh: inactive

How did Cc1ccc(C(=O)Nc2cc(-c3nc4ncccc4o3)ccc2C)cc1C do in these assays?
ST2 inh: inactive

What do the screens show for `Cc1cc(C)cc(NC(=O)C2CCCN2C(=O)c2ccc(-c3noc(C)n3)cc2)c1` (stereo not given)?
ST2 inh: inactive

What do the screens show for `COc1ccccc1N1CCN(C(=O)CCC2=NS(=O)(=O)c3ccccc3N2)CC1`?
ST2 inh: inactive

Results for Cc1ccc(C(=O)N(CCCN(C)C)CC2CCN(C3Cc4ccccc4C3)CC2)s1 ?
ST2 inh: inactive

How did CCOC(=O)C1CCCN(Cc2nc(NCc3cccs3)c3ccccc3n2)C1 (stereo not given) do in these assays?
ST2 inh: inactive

Results for COc1ccc(CN2CCN(C/C=C/c3ccccc3)CC2)cc1OC ?
ST2 inh: inactive

Results for CCOc1c(N2CCN(c3cccc(C)c3C)CC2)c(=O)c1=O ?
ST2 inh: inactive

What do the screens show for `N#Cc1ccc(Br)cc1/C=C/C(=O)O`?
ST2 inh: 80.0%*

Results for CCN1C(=O)c2cccc3c(S(=O)(=O)Nc4ccccc4)ccc1c23 ?
ST2 inh: inconclusive

Results for O=C(CSc1ncn[nH]1)c1ccc(Br)cc1 ?
ST2 inh: inactive

What do the screens show for `O=C(O)C1CCNCC1`?
ST2 inh: inconclusive

How did CSC1=N/C(=C\c2cc(Br)ccc2OCC(=O)O)C(=O)S1 do in these assays?
ST2 inh: inactive

How did COc1ccc(-c2ncnn2-c2cccc(Cl)c2C)cc1 do in these assays?
ST2 inh: inconclusive

How did CN1CCc2c(sc3c2C(=O)NC(c2cccc(OC(=O)c4ccccc4)c2)N3)C1 (stereo not given) do in these assays?
ST2 inh: inactive

How did O=C(NCCc1ccccc1)c1cc(-c2cccs2)on1 do in these assays?
ST2 inh: inconclusive

How did COc1ccc(S(=O)(=O)Nc2cccc(Cl)c2Cl)cc1 do in these assays?
ST2 inh: inactive

How did CN1CCC2(CCCN(C(=O)c3[nH]ncc3Cl)CC2)CC1 do in these assays?
ST2 inh: inactive

How did CCCCN(CC)C(=O)C1c2ccccc2C(=O)N2CCc3ccccc3C12 (stereo not given) do in these assays?
ST2 inh: inactive

Results for O=C(Nc1ccc(Br)cc1)c1noc2c1CCC2 ?
ST2 inh: inactive

How did Cc1[nH]ncc1C(=O)N1CC[C@@H](c2ccc(F)cc2)[C@H](O)C1 do in these assays?
ST2 inh: inactive

Results for N#CC(C#N)=C1c2cc([N+](=O)[O-])ccc2-c2c1cccc2[N+](=O)[O-] ?
ST2 inh: inconclusive

Results for N#CCCC(CCC#N)C1=NCCc2ccccc21 ?
ST2 inh: inactive

What do the screens show for `COC(=O)c1cc(C)nc(-c2ccc(C(C)N3CCCCC3)cc2)n1` (stereo not given)?
ST2 inh: inconclusive

How did CC(=O)N1CCCn2nc(C(=O)NCc3ccc4c(c3)CCCO4)cc2C1 do in these assays?
ST2 inh: inactive

What do the screens show for `CN1CCC2(CC1)CN(Cc1ccc(S(C)(=O)=O)cc1)CCN2C`?
ST2 inh: inactive

Overlap with the part before: 2 compounds, then new ones.
How did CC(=O)N1CCCn2nc(C(=O)NCc3ccc4c(c3)CCCO4)cc2C1 do in these assays?
ST2 inh: inactive

What do the screens show for `CN1CCC2(CC1)CN(Cc1ccc(S(C)(=O)=O)cc1)CCN2C`?
ST2 inh: inactive

Results for CCN(Cc1ccccc1)S(=O)(=O)c1ccc2c(c1)CCN2C(=O)C1CC1 ?
ST2 inh: inconclusive

Results for Cc1ccc(NC(=O)CC(=O)NCc2nc(-c3cccc(C)c3)no2)cc1 ?
ST2 inh: inactive

What do the screens show for `OC(CCN1CCCCC1)(c1ccccc1)C1CCCCC1` (stereo not given)?
ST2 inh: inconclusive

Results for O=C(CC1CCCC1)N1CCC2(CCCN(Cc3ccc(F)c(F)c3)C2)C1 (stereo not given) ?
ST2 inh: inactive

What do the screens show for `Cn1c(=O)[nH]c(=O)c2c1nc1[nH]c(-c3ccc(Br)cc3)cn12`?
ST2 inh: inactive

Results for Cc1c(N=Cc2ccc(N(C)C)cc2)c(=O)n(-c2ccccc2)n1C ?
ST2 inh: inconclusive

How did CSc1oc(-c2ccc(F)cc2)nc1S(=O)(=O)c1ccccc1 do in these assays?
ST2 inh: inactive

How did COc1ccccc1N1CCN(C(=O)c2cc(-c3cccs3)on2)CC1 do in these assays?
ST2 inh: inactive

Results for Cc1cccn2cc(C(=O)NCc3cccnc3N(C)C)nc12 ?
ST2 inh: inconclusive

How did COc1ccc(C(O)=Cc2nc3cc(Cl)ccc3oc2=O)cc1 do in these assays?
ST2 inh: inconclusive

What do the screens show for `Cc1cc(OCC(O)CN2CCCCC2C)ccc1Cl` (stereo not given)?
ST2 inh: inactive

Results for CC(=Nc1cccc([N+](=O)[O-])c1)C1=C(O)c2ccccc2C1=O ?
ST2 inh: inconclusive

Results for N#CCCN(CCC#N)S(=O)(=O)c1ccc(C(=O)Nc2nnc(C3CC3)o2)cc1 ?
ST2 inh: inactive

What do the screens show for `Cc1ccc(CN2CC34C=CC(O3)C(C(=O)NCc3ccc(F)cc3)C4C2=O)cc1` (stereo not given)?
ST2 inh: inactive

What do the screens show for `Cc1ccc(CN2C[C@H](O)C[C@H]2c2nc(-c3ccc(C)c(F)c3)no2)cc1`?
ST2 inh: inactive

Grouped by structure, the compounds so far with a nitro group on carbon
Results for N#CC(C#N)=C1c2cc([N+](=O)[O-])ccc2-c2c1cccc2[N+](=O)[O-] ?
ST2 inh: inconclusive

Results for CC(=Nc1cccc([N+](=O)[O-])c1)C1=C(O)c2ccccc2C1=O ?
ST2 inh: inconclusive

Next part.
What do the screens show for `Oc1ccc(Cl)cc1N=Cc1cccc(Cl)c1`?
ST2 inh: inconclusive

What do the screens show for `CN(Cc1ccccc1)C(=O)c1nc2ccccn2c1CN1CC=CCC1`?
ST2 inh: inactive

What do the screens show for `CCNc1ncc(C(=O)NC2CCC(n3cnnc3)CC2)cn1` (stereo not given)?
ST2 inh: inconclusive

How did CCOc1ccc(C2c3[nH]c4ccccc4c3CCN2C(=O)Cn2ccc(C)n2)cc1 (stereo not given) do in these assays?
ST2 inh: inconclusive

What do the screens show for `Cc1cc(=O)c2c([nH]1)C(O)=C(CN(C)C)C(=O)C2=O`?
ST2 inh: 43.0%*

Results for CC1(C)CC(=O)C(Sc2ccc(Br)cc2)=C(OC(=O)c2cccs2)C1 ?
ST2 inh: inconclusive

How did O=C(CN(CCc1ccccc1)S(=O)(=O)c1ccc(Br)cc1)NC1CC1 do in these assays?
ST2 inh: inactive

Results for COc1ccc(NC(=O)c2cc(-c3ccco3)on2)cc1OC ?
ST2 inh: inactive

What do the screens show for `CC1CCN(S(=O)(=O)c2ccc3c(c2)NC(=O)CS3)CC1`?
ST2 inh: inactive

What do the screens show for `N#CC1=C(N)OC2=C(C(=O)CC(c3ccccc3)C2)C1c1ccc(Br)s1` (stereo not given)?
ST2 inh: inconclusive

Results for CN1CC[C@H]2CC[C@@H](C1)N2c1ccnc(C(=O)NCc2cccnc2)c1 ?
ST2 inh: inactive

What do the screens show for `COc1ccc(OCC(=O)Nc2ccc(NC(=O)c3cccs3)cc2)cc1`?
ST2 inh: inactive

What do the screens show for `Cc1ccc(S(=O)(=O)NC2=NCN(CC(=O)O)CN2)cc1`?
ST2 inh: inactive

How did COc1ccc(C(=O)NCCNc2c(Cl)cccc2[N+](=O)[O-])cc1Cl do in these assays?
ST2 inh: inconclusive

What do the screens show for `O=C(NC12CC3CC(CC(O)(C3)C1)C2)c1cccc(NCc2cccs2)c1`?
ST2 inh: inactive

Ordered by heavy-atom count (rising): 3 of the compounds above.
What do the screens show for `Cc1ccc(S(=O)(=O)NC2=NCN(CC(=O)O)CN2)cc1`?
ST2 inh: inactive

What do the screens show for `N#CC1=C(N)OC2=C(C(=O)CC(c3ccccc3)C2)C1c1ccc(Br)s1` (stereo not given)?
ST2 inh: inconclusive

What do the screens show for `CN(Cc1ccccc1)C(=O)c1nc2ccccn2c1CN1CC=CCC1`?
ST2 inh: inactive

(more compounds)
What do the screens show for `COc1ccc(OC)c(C2C(C(C)=O)=C(O)C(=O)N2c2ccc(F)cc2)c1` (stereo not given)?
ST2 inh: inactive

What do the screens show for `CCCC(=O)Nc1sc2c(c1C(=O)OCC)CCC(C)C2` (stereo not given)?
ST2 inh: inactive

What do the screens show for `Cc1cc(C)cc(NC(=S)N[C@H]2CO[C@H]3[C@@H]2OC[C@@H]3n2nnnc2Oc2cccc(N(C)C)c2)c1`?
ST2 inh: inconclusive

Results for O=S(=O)(NCc1ccccc1)N[C@H]1COC[C@@H]1N1CCCC1 ?
ST2 inh: inactive

Results for O=[N+]([O-])c1ccc(C2NCCCN2Cc2ccccc2)cc1 (stereo not given) ?
ST2 inh: inconclusive

Results for COc1cc2c(cc1OC)-c1nncn1C(C)(C)C2 ?
ST2 inh: inactive

How did NC(=O)c1cc2c(cc1-c1cccc(C(F)(F)F)c1)OCO2 do in these assays?
ST2 inh: inconclusive

Results for O=C(CCS(=O)(=O)c1cccc2nsnc12)NCCC1=CCCCC1 ?
ST2 inh: inactive

Results for CCOC(=O)c1cn(Cc2csc(N)n2)cc(Oc2ccccc2)c1=O ?
ST2 inh: inconclusive

How did CCc1nc(C)ccc1OCC(=O)N1CCC(O)(CN(C)C)C1 (stereo not given) do in these assays?
ST2 inh: inactive

What do the screens show for `Cn1c(=O)cc(SCC(=O)N2CCN(C3CCCCC3)CC2)c2ccccc21`?
ST2 inh: inactive

What do the screens show for `CC[C@H]1CN(C(=O)C(C)(C)C)CC[C@H]1CC(=O)NCc1ccccc1`?
ST2 inh: inactive

Results for COc1cccc(-c2nc3ccccc3[nH]2)c1 ?
ST2 inh: inactive

What do the screens show for `Cc1ccc(CNS(=O)(=O)NCc2ccccc2)c(F)c1F`?
ST2 inh: inactive

How did CC(NC(=O)c1ccc(N(C)C)cc1)C(c1cccs1)N1CCN(C)CC1 (stereo not given) do in these assays?
ST2 inh: inconclusive

Results for CNS(=O)(=O)CCNC(=O)C1CC(=O)N(Cc2ccc(C)cc2)C1 (stereo not given) ?
ST2 inh: inactive

What do the screens show for `CN(C)CCN(C)[C@@H]1[C@H](O)[C@H](CO)O[C@@H]1CNC1CCN(C)CC1`?
ST2 inh: inactive

Results for COCCCNC(=O)C1CCN(S(=O)(=O)c2ccc(C)cc2)CC1 ?
ST2 inh: inactive

Results for COc1ccc(C(Nc2cc(C)ccn2)c2ccc3cccnc3c2O)cc1O (stereo not given) ?
ST2 inh: inconclusive

How did CN(CCc1ccccn1)c1ncccc1CNC(=O)c1ccc2cc[nH]c2c1 do in these assays?
ST2 inh: inactive

What do the screens show for `Clc1cc(Br)ccc1OCCOCCN1CCOCC1`?
ST2 inh: inactive

What do the screens show for `O=C(COc1ccccc1)N[C@H]1C[C@@H]2CC[C@H]1C2`?
ST2 inh: inactive

What do the screens show for `CNc1nc2c(C)cccn2c(=O)c1C=Nc1ccccc1`?
ST2 inh: 33.0%*

How did CN(C(=O)N1c2ccccc2Sc2ccccc21)c1ccccc1 do in these assays?
ST2 inh: inactive

How did CCOCCCNC(=O)CSc1cc(=O)n(C)c2cc(Cl)ccc12 do in these assays?
ST2 inh: inactive

What do the screens show for `CC1NC(C)(C)C(C)NC1(C)C` (stereo not given)?
ST2 inh: inactive

Quoted from above for reference:
How did CN(CCc1ccccn1)c1ncccc1CNC(=O)c1ccc2cc[nH]c2c1 do in these assays?
ST2 inh: inactive

What do the screens show for `Clc1cc(Br)ccc1OCCOCCN1CCOCC1`?
ST2 inh: inactive

What do the screens show for `O=C(COc1ccccc1)N[C@H]1C[C@@H]2CC[C@H]1C2`?
ST2 inh: inactive

What do the screens show for `CNc1nc2c(C)cccn2c(=O)c1C=Nc1ccccc1`?
ST2 inh: 33.0%*

How did CN(C(=O)N1c2ccccc2Sc2ccccc21)c1ccccc1 do in these assays?
ST2 inh: inactive

How did CCOCCCNC(=O)CSc1cc(=O)n(C)c2cc(Cl)ccc12 do in these assays?
ST2 inh: inactive

What do the screens show for `CC1NC(C)(C)C(C)NC1(C)C` (stereo not given)?
ST2 inh: inactive

The list is partial; count on the stated rates, not on these rows.
